Assay outcomes as filed in PubChem BioAssay.
miR-122 sensor = miR-122 Renilla sensor signal increase in Huh7, primary screen, miR-122 inhibitor project, cell-based, single point, plate reader; Huh7 miR-122 Renilla luciferase sensor, 48 h; neutral wells = 0, positive control = 100; 340,000 tested, 0.3% active; activation (reporter increase), % at 12.5 µM; AID 602342, 2012;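 active = mean replicate activation score at least 90 and every replicate individually at or above 90; inconclusive = only one of the two criteria met; inactive = neither criterion met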;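 also: higher luciferase means less miR-122 activity so hits act as miR-122 inhibitors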
F508del corr = F508del CFTR correction, initial screen, CFBE line, single point | CFBE cells, YFP halide quenching; stimulated with forskolin plus potentiator P3; % fluorescence drop versus neutral controls | activity (quench increase), % at 7.58 µM | 350,000 tested, 0.36% active | AID 720511, 2013;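 active = mean added fluorescence quench of at least 8% versus neutral control, with both replicates also reaching 8%; inconclusive = only one of the mean or replicate conditions met; inactive = mean below 8% and not both replicates reaching 8%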;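 also: cells transiently co-express mutant CFTR-F508del with the halide-sensitive YFP; corrector assay measuring rescue of mutant channel to the surface after 24 h compound exposure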
Casp6 inh = human caspase-6 inhibitors, primary screen, biochemical, VEID-R110 fluorescence, single point, set 2; P55212; purified caspase-6, Z-VEID-R110 cleavage fluorescence; inhibition, % at 12.5 µM; 350,000 tested, 0.53% active; AID 686996, 2013;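 active = mean inhibition across replicates at least about 35%, with every replicate also reaching that limit, limit read from the data; inconclusive = only one of the two criteria met; inactive = neither criterion met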;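 also: 0% = median of neutral control wells and 100% = no fluorescence left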
Target sequence (P55212 24-179 limits assumed): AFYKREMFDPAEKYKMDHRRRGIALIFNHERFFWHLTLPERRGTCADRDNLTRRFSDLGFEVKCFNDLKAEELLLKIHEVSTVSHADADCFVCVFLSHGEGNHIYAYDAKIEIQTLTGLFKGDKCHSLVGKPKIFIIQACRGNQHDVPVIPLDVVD
Target sequence (P55212 194-293 limits assumed): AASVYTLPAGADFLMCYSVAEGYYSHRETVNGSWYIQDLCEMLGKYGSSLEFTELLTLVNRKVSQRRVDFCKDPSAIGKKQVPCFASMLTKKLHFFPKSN
DENV2 CPE = inhibitors of DENV2 cytopathic effect, primary screen, cell-based, plate reader, single concentration; DENV2-infected cells, cytopathic effect rescue; CPE inhibition, % at 9.99 µM; 350,000 tested, 1.7% active; in the data active = CPE inhibition above about 20%, passing the limit was not always enough; inconclusive = no clear call, values can overlap the other calls; tested in BHK-21 cells;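 also: 0% = median of neutral control wells and 100% = median of positive control wells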
ERp5 block = inhibitors of ERp5-driven insulin aggregation, primary screen, biochemical, turbidity, absorbance 650 nm, single point | Protein disulfide-isomerase A6 (Homo sapiens), Q15084 | 350,000 tested, 0.05% active | inhibition, % at 9.99 µM | AID 651711, 2012 | 90 min;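 active = mean replicate inhibition above about 25%, with every replicate also reaching it, limit read from the data, passing the limit was not always enough; inconclusive = only one of those two criteria met; inactive = neither criterion met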
Target sequence (Q15084 whole entry, looked up): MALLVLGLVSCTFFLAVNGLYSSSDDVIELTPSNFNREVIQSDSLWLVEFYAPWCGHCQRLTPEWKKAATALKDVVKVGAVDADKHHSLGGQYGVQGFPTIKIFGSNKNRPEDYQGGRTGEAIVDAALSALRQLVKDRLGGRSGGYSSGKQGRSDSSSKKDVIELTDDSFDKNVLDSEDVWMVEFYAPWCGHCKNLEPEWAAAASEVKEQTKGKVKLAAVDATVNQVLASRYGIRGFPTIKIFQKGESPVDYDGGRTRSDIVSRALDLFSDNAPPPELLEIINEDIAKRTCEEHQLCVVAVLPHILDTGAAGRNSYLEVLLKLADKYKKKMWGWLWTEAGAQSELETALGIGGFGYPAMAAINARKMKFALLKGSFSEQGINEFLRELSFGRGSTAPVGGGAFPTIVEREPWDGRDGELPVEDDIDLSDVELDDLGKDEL
ERAP1 HTS inh = human ERAP1 aminopeptidase inhibitors, primary screen, biochemical, single point, plate reader; 340,000 tested, 0.15% active; inhibition, % at 10.7 µM; Endoplasmic reticulum aminopeptidase 1 (Homo sapiens), Q9NZ08; recombinant ERAP1, Leu-AMC fluorescence, 60 min;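 active = mean replicate inhibition of at least 30%, or all replicates individually reaching that 30% level; inactive = mean below 30% and not every replicate reaching it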;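 also: 0% = neutral control wells and 100% = L-leucinethiol positive control wells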
SIRT5 inh = SIRT5 desuccinylase inhibitors, primary screen, biochemical, fluorescence imaging, single point, set 5; AID 652115, 2013; Purified SirT5, succinyl-peptide AMC, trypsin-coupled fluorescence; inhibition, % at 15 µM; NAD-dependent protein deacylase sirtuin-5, mitochondrial (Homo sapiens), Q9NXA8; 330,000 tested, 1.1% active; in the data active = inhibition above about 15%; inconclusive = no clear call, values can overlap the other calls
Target sequence (Q9NXA8 whole entry, looked up): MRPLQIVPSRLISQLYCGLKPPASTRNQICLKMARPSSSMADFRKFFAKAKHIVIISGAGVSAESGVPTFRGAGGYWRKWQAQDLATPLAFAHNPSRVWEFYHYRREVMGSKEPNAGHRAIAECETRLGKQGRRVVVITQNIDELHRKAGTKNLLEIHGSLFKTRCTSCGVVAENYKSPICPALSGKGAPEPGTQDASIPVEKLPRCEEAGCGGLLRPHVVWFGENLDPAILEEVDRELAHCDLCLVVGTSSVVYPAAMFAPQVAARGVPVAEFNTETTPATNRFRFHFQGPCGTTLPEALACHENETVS
* = called active by the depositor; ? = inconclusive; nt = no result given; [ ] = dose if it differs, or a comment.

miR-122 sensor	F508del corr	Casp6 inh	DENV2 CPE	ERp5 block	ERAP1 HTS inh	SMILES	SIRT5 inh
6	-2.5	4	1	5	9	COC(=O)c1ccc(NS(=O)(=O)c2c(C)nc3sccn3c2=O)cc1	-1
0[16.7 µM]	0.1	-2	5	2	-1	C[C@H](CO)N1C[C@H](C)[C@@H](CN(C)C(=O)Nc2ccc(F)cc2)Oc2ccc(NC(=O)NC3CCCCC3)cc2CC1=O	2
3	-3.1	-1	9	3	0	O=C(CSc1nc2ccccc2nc1N1CCCC1)Nc1ccc(Cl)cc1	-4
nt	0.0	0	6	-10	0	O=[N+]([O-])c1ccc(S(=O)(=O)NN=Cc2ccc(Cl)c(Cl)c2)cc1	4
nt	0.1	1	-2	-1	-1	C[C@H](CO)N1C[C@H](C)[C@H](CN(C)Cc2cccc3c2OCCCO3)OCc2ccccc2-c2ccccc2C1=O	-2
-10	2.5	0	-13	-1	1	CC(C)C(NCC(=O)Nc1ccccc1C(=O)NC1CC1)c1ccccc1 (configuration not stated)	15
101*	1.6	0	5	-1	2	COc1ccc(C)cc1S(=O)(=O)NC1CCCCCC1	-1
-3	-0.6	-4	-6	2	10	CCN(CC)S(=O)(=O)c1ccc(C(=O)Nc2cc(S(=O)(=O)N3CCOCC3)ccc2N2CCN(C)CC2)cc1	-4
-4	1.5	2	0	0	4	C/C(=N\N1CCN(C)CC1)c1ccc(Cl)c(Cl)c1	-4
3	2.3	0	nt	-1	-2	COc1ccc(C)cc1NC(=O)c1ccccc1NS(=O)(=O)c1ccc(Cl)s1	4

New compounds follow
miR-122 sensor	F508del corr	Casp6 inh	DENV2 CPE	ERp5 block	ERAP1 HTS inh	SMILES	SIRT5 inh
6	0.1	-2	-1	-4	-3	CSc1ccccc1NC(=O)CN1CCN(S(=O)(=O)c2ccccc2[N+](=O)[O-])CC1	-5
11	1.3	-6	1	2	-3	Cc1ccc(-c2nc3ccccc3nc2NN)cc1	0
-4	2.5	-1	3	-2	4	CCOc1cc(NC(=O)C2CC2)c(OCC)cc1NC(=O)c1cccc(F)c1	-5
nt	-3.0	-1	-2	-8	3	CCOC(=O)c1ccc(NC(=O)NCCc2ccccc2OC)cc1	-1
-1[16.7 µM]	-3.1	1	8	0	-1	C[C@H]1CN([C@@H](C)CO)C(=O)c2cccc(NC(=O)Nc3ccc(F)cc3)c2O[C@H]1CN(C)S(=O)(=O)c1cccs1	-2
-6	0.3	-1	-13	11	nt	CC(C)(C)OC(=O)C[C@H]1C/C=C\C[C@@H](CC(=O)N[C@H](CO)Cc2ccccc2)C(=O)NCCOC1=O	nt
1[16.7 µM]	-0.4	3	8	0	0	Cc1noc(C)c1NC(=O)N(C)C[C@@H]1Oc2ccc(NC(=O)c3ccncc3)cc2C(=O)N([C@@H](C)CO)C[C@H]1C	1
-2	-0.2	-2	3	9	-2	CCOc1cccc(CN2CCCC(N3CCc4cc(OC)c(OC)cc4C3)C2)c1O (configuration not stated)	-17
-10[16.7 µM]	-0.1	-1	-6	0	0	CO[C@@H]1CN(C)C(=O)c2cc(NC(=O)c3cc(C)on3)ccc2OC[C@H](C)N(C)C[C@@H]1C	0
-6	2.3	-2	-10	-5	5	COc1ccc(CCNC(=O)CCCOc2cccc(C)c2C)cc1OC	-3

Other structures follow:
miR-122 sensor	F508del corr	Casp6 inh	DENV2 CPE	ERp5 block	ERAP1 HTS inh	SMILES	SIRT5 inh
nt	-2.7	-4	-6	7	2	CN(C(=O)CCc1nc2ccccc2s1)c1ccccc1	0
-13	-4.5	-2	-3	9	nt	O=C(NCCCn1ccnc1)c1cc(-c2cccc(O)c2)on1	-4
2	-1.6	-3	-1	-8	nt	Cc1ccccc1OCc1n[nH]c(=S)n1-c1ccccc1	-2
nt	-2.8	3	10	-6	-4	COc1ccc(NC(=O)c2cccc(S(=O)(=O)NCc3ccccc3)c2)cc1S(N)(=O)=O	0
-12[16.7 µM]	-0.2	-1	-9	?	-2	CCCNC(=O)N1C[C@@H]2[C@H](c3ccccc31)[C@@H](CO)N2Cc1ccc(OC)cc1	7
-3	1.3	-3	-6	-3	-2	COc1cccc(CNC(=O)[C@@H](C)N2C(=O)N3CCc4c([nH]c5ccc(OC)cc45)C3(C)C2=O)c1 (some centres not stated)	-1
7[16.7 µM]	1.0	2	-9	10	-6	C[C@H](CO)N1C[C@H](C)[C@H](CN(C)S(=O)(=O)c2ccc(F)cc2)Oc2ncc(-c3cccc(F)c3)cc2C1=O	2
8	-2.9	-5	-1	1	5	CCCN(CCC)CCCNC(=O)Cn1cnc2sc(C)c(S(=O)(=O)N3CCOCC3)c2c1=O	-6
-17	nt	0	nt	8	-2	O=C(NCC1CCS(=O)(=O)C1)Oc1ccccc1 (configuration not stated)	0
-4	-0.5	3	-1	5	0	COc1cccc(CC(=O)OCC(=O)N(C)CC(=O)Nc2ccc(Cl)c(C(F)(F)F)c2)c1	-2

Remaining list, next part.
miR-122 sensor	F508del corr	Casp6 inh	DENV2 CPE	ERp5 block	ERAP1 HTS inh	SMILES	SIRT5 inh
nt	4.2	-1	7	0	4	O=S(=O)(Nc1cccc(S(=O)(=O)N2CCCC2)c1)c1cccs1	nt
6	0.8	2	0	5	0	COc1cc(C)ccc1S(=O)(=O)N1CCN(C23CC4CC(CC(C4)C2)C3)CC1	0
4	-4.3	4	-4	5	nt	S=c1[nH]nc(-c2ccco2)n1/N=C/C(Cl)=C/c1ccccc1	-1
0	1.6	0	-3	11	-1	Cc1c(C(=O)OCC(=O)NCC2CCCO2)cccc1[N+](=O)[O-] (configuration not stated)	0
3[16.7 µM]	0.3	-1	-9	13	2	COc1ccc(NC(=O)Nc2ccc3c(c2)C(=O)N([C@@H](C)CO)C[C@@H](C)[C@@H](CN(C)Cc2ccncc2)OCCCC[C@@H](C)O3)cc1	0
-6	-1.9	-2	4	0	0	COc1ccc(OC)c(NC(=O)C2CCN(S(=O)(=O)c3ccc4c(c3)CC(C)N4C(C)=O)CC2)c1 (configuration not stated)	5
-3[16.7 µM]	2.4	2	-8	5	-14	C[C@@H]1CN([C@@H](C)CO)C(=O)c2cc(NC(=O)CCN3CCOCC3)ccc2O[C@H]1CN(C)S(=O)(=O)c1ccccc1	0
2	-0.3	1	?	5	1	CC(=O)c1cccc(NC(=O)CN(C)Cc2ccc(OC(F)F)cc2)c1	0
-2	-1.3	2	17	5	1	O=C1NC(Cc2ccccc2)c2nc3ccccc3c(=O)n2-c2ncccc21 (configuration not stated)	-1
4	-5.4	-1	-6	-5	nt	Cc1oc(C(C)(C)C)cc1C(=O)NCc1ccc2c(c1)OCO2	-2

(list continues)
miR-122 sensor	F508del corr	Casp6 inh	DENV2 CPE	ERp5 block	ERAP1 HTS inh	SMILES	SIRT5 inh
2	3.7	-2	10	1	2	Cc1cc(C)cc(NC(=O)CSc2nc(N)c(NC(=O)c3cccs3)c(=O)[nH]2)c1	-2
nt	-1.1	1	6	1	2	O=C(c1cccc2ccccc12)N1CCN(CC2CC=CCC2)CC1 (configuration not stated)	-5
-5	-0.8	66*	-1	-6	2	O=C(Nc1nc2ccc([N+](=O)[O-])cc2s1)c1ccncc1	-6
-7	-2.0	3	-1	0	-2	O=C1CCC(=O)N1c1ccc(NC2CCN(Cc3ccccc3)CC2)c([N+](=O)[O-])c1	nt
5	0.1	2	-5	2	-2	COc1ccccc1NC1CCCCC1NS(=O)(=O)c1ccccc1 (configuration not stated)	-2
-4	-0.7	2	1	-1	-1	Cc1cccc(NC(=O)c2nc[nH]c2C(=O)NCC(=O)OC(C)(C)C)c1	2
-7	-2.8	-5	-3	3	nt	Cc1cn(CCC(=O)Nc2ccc(N3CCOCC3)cc2)c2ccccc12	-1
nt	0.4	2	-8	6	-1	O=C(NCCC1CCCCN1S(=O)(=O)c1ccccc1)C(=O)NCc1ccccc1 (configuration not stated)	-3
3[16.7 µM]	-1.5	6	3	5	0	CO[C@@H]1CN(C)C(=O)c2cc(NC(=O)C3CC3)ccc2OC[C@@H](C)N(Cc2ccc(F)cc2)C[C@@H]1C	-3
4	2.0	nt	nt	-1	-2	N#C/C(=N\Nc1ccc(S(=O)(=O)N2CCc3ccccc32)cc1)C(N)=S	-1

(further entries)
miR-122 sensor	F508del corr	Casp6 inh	DENV2 CPE	ERp5 block	ERAP1 HTS inh	SMILES	SIRT5 inh
-3	-6.2	-1	5	0	-4	Cc1ccccc1-n1ncc2c1CC(C)(C)CC2NC(=O)c1cn[nH]c1C (configuration not stated)	0
77	-2.6	0	nt	0	-14	O=C(O)c1ccc(/C=N/Nc2cccc(C(F)(F)F)c2)cc1	0
-4	3.0	2	-1	-1	0	Cc1ccc(/C=C2\C(=N)N3N=C(CC(=O)N4CCCCC4)SC3=NC2=O)cc1	3
-7[16.7 µM]	2.5	-3	?	14	1	C[C@H]1CCCCO[C@@H](CN(C)C(=O)C2CCCCC2)[C@@H](C)CN([C@@H](C)CO)C(=O)c2cc(NC(=O)C3CCCCC3)ccc2O1	3
nt	-0.7	-1	-4	-1	4	O=C(C[C@@H]1CC[C@@H](NC(=O)C2CCOCC2)[C@@H](CO)O1)NCc1ccncc1	-5
nt	-0.4	2	-20	1	-6	CS(=O)(=O)N1CC2(C1)[C@@H](c1ccccc1)[C@H](CO)N2Cc1ccccn1	-3
-4	-0.1	-1	-1	3	-1	CCOc1ccc(NS(=O)(=O)c2ccc3c(c2)CCN3C(C)=O)cc1	-2
1	-2.1	-3	-4	2	-1	O=C(/C=C/c1ccc(Cl)c(Cl)c1)N1CCOCC1	0
-4	-2.5	-1	-10	5	0	CC1(C)CC(=O)C=C(c2n[nH]nc2C2=CCCCC2)C1	-2
nt	nt	-1	-6	-1	-1	COc1ccc(N=C2SCC(c3ccccc3)=NN2C)cc1	-6

Following part
miR-122 sensor	F508del corr	Casp6 inh	DENV2 CPE	ERp5 block	ERAP1 HTS inh	SMILES	SIRT5 inh
5	12*	1	15	10	-3	Oc1ccc(/C=N/Nc2nc(-c3ccccc3F)nc3ccccc23)c(O)c1	-1
0	0.1	3	-4	3	nt	CN(C(=O)c1ccc2c(c1)CCO2)C(C)(C)C	-1
40[16.7 µM]	-0.2	0	51*	-8	-1	O=C(C1CCCC1)N1C[C@H]2[C@@H](c3ccccc31)[C@@H](CO)N2C(=O)c1ccccc1	0
11[16.7 µM]	0.3	2	-3	6	0	CC(C)C#Cc1ccc2c(c1)O[C@H](CN(C)C(=O)Nc1ccccc1)[C@H](C)CN([C@H](C)CO)S2(=O)=O	2
-3	-0.9	2	0	3	nt	COCCn1c(-c2ccc(Cl)cc2)nc2oc3cc(OC)ccc3c(=O)c2c1=O	-1
7	0.0	7	-2	-1	1	COc1ccc(S(=O)(=O)Nc2cc3[nH]c(=O)oc3cc2C)cc1	-4
nt	1.4	4	?	-6	1	CCCC#Cc1ccc([C@@H]2[C@@H](CO)N3C(=O)CN(C(=O)NCCC)C[C@H]23)cc1	0
3	-1.9	2	-3	4	-1	C/C(=N/NC(=O)c1cccs1)c1cccc(N)c1	7
1	1.3	3	6	4	6	COc1cccc(C(NC(C)=O)c2nc(-c3cccc(C(C)C)c3)cs2)c1 (configuration not stated)	-1
8[16.7 µM]	0.6	-2	?	1	1	CC(=O)Nc1ccc2c(c1)C(=O)N(C)[C@H]1CC[C@H](CC(=O)NCc3ccccc3)O[C@H]1CO2	0
